TAAR1 agonist: human TAAR1 agonism; CHO RD-HGA16 TAAR1, Fluo-8 calcium fluorescence; vehicle wells 0%, saturating PEA agonist 100%; activation, % at 3 µM; 360,000 compounds, 0.99% hits;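 active = activation above the mean activation of all test compounds in the run plus 3 SD, cut at about 38% in these data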
Target sequence (Q96RJ0 whole entry, looked up): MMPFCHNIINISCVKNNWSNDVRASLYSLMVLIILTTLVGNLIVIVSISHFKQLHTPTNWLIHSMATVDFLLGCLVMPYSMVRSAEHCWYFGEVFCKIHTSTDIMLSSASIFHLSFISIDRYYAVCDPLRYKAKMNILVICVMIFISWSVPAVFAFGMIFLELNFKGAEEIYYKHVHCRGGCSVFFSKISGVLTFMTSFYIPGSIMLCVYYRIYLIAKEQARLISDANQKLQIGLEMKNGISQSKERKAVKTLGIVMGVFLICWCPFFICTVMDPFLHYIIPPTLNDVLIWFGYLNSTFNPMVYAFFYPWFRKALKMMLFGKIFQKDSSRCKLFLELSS
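Assay system – CHO-derived RD-HGA16 cells with stable Gα16 and human TAAR1 · Compound dosing – one-point dosing at 3 µM (nominal) · Incubation – 17-24 h seeding, 75 min 37 °C dye, 30 min RT · Measured by – kinetic Fluo-8 calcium fluorescence · Control set – DMSO vehicle as 0%, PEA at EC100 as 100% · Repeats – single well for each compound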
M4 ag: agonists of human muscarinic M4 receptor (CHRM4); 360,000 compounds, 0.14% hits; activation, % at 3 µM; CHO-K1 hM4/Gqi5, Fluo-8 calcium fluorescence; vehicle 0%, full acetylcholine response 100%; AID 624127; P08173;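 active = activation above the run mean over all test wells plus 3 SD, cut at about 32% in these data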;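 note: peak over basal fluorescence ratio per well then scaled between controls; 0% = DMSO wells and 100% = acetylcholine at EC100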
CHRM1 antagonist: antagonists of human M1 muscarinic receptor; P11229; CHO-K1 hM1, Fluo-8 calcium fluorescence, ACh EC80 antagonist; inhibition, % at 3 µM; 360,000 compounds, 1.3% hits;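 active = percent inhibition above its own plate's cutoff, namely the mean of that plate's compound wells plus 3 SD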;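 note: peak over basal fluorescence ratio during 140 s after agonist addition; 0% = ACh EC80 plus DMSO and 100% = DMSO alone without agonist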
Target sequence (P11229 whole entry, looked up): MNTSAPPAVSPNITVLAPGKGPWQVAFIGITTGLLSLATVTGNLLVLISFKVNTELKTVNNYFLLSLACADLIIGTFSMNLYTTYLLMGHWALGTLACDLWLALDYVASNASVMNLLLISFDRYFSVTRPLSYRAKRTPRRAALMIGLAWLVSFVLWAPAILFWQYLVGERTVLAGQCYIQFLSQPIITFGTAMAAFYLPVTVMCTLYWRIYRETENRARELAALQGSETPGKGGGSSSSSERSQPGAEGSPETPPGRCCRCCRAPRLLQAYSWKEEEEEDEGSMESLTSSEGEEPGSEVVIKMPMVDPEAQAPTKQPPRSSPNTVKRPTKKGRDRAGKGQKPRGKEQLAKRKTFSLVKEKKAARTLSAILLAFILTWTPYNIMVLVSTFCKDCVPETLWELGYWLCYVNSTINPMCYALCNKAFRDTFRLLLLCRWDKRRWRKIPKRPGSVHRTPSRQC
CHRM1 agonist: agonists of human M1 muscarinic receptor. CHO-K1 hM1, Fluo-8 calcium fluorescence, agonist mode; 0% DMSO, 100% acetylcholine EC100. activation, % at 3 µM. P11229. 360,000 compounds, 0.33% hits. AID 588814;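 active = activation above the run's mean compound activation plus 3 SD, cut at about 16% in these data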;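 note: peak over basal fluorescence ratio within a 140 s kinetic read after compound addition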
M5 ag: CHRM5 agonism in calcium assay; CHO-K1 hM5 cells, Fluo-8 calcium fluorescence; 0% DMSO wells, 100% maximal acetylcholine response; activation, % at 3 µM; 360,000 compounds, 0.19% hits; AID 624037;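 active = activation above the run's mean over test compounds plus 3 SD, cut at about 23% in these data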;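 note: signal is peak over basal fluorescence ratio across the kinetic read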
CHRM4 antagonist: antagonists of human muscarinic M4 receptor (CHRM4). P08173. CHO-hM4 cells, ACh EC80, Fluo-8 calcium fluorescence. inhibition, % at 3 µM. 360,000 compounds, 0.73% hits. AID 624125;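 active = inhibition above its plate's cutoff, the mean inhibition of sample wells plus 3 SD, cut at about 27% in these data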;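 note: 0% = acetylcholine EC80 with DMSO and 100% = DMSO without agonist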
M5 PAM: CHRM5 positive allosteric modulation. activation, % at 3 µM. P08912. 360,000 compounds, 0.3% hits. CHO-K1 hM5, Fluo-8 calcium, ACh EC20 PAM; 0% = ACh EC20, 100% = ACh EC100. AID 624038;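 active = activation above the run cutoff, the mean activation of all test compounds plus 3 SD, cut at about 18% in these data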
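Test system: CHO-K1 hM5 cells / Doses: single-point, 3 µM nominal / Times: Post-acetylcholine fluorescence recording 140 s / Technique: Fluo-8 calcium fluorescence / Measure: Max/basal fluorescence ratio as % of EC20–EC100 ACh window / Benchmarks: low control EC20 acetylcholine (0%), high control EC100 acetylcholine (100%) / Replicates: one well per compound, no replicates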
CHRM1 PAM: potentiates human M1 receptor response to acetylcholine. activation, % at 3 µM. 360,000 compounds, 0.088% hits. CHO-K1 hM1, Fluo-8 calcium fluorescence, ACh EC20; 0% = ACh EC20, 100% = maximal ACh. P11229; in the data active = activation above about 19%, passing the limit was not always enough
M5 antag: antagonists of human muscarinic M5 receptor (CHRM5); P08912; CHO-hM5 cells, Fluo-8 calcium fluorescence, ACh EC80; inhibition, % at 3 µM; 360,000 compounds, 0.59% hits; AID 624040;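 active = inhibition above a per-plate cutoff, the mean of that plate's test compounds plus 3 SD, cut at about 27% in these data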;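 note: 0% = acetylcholine EC80 with DMSO and 100% = DMSO without agonist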
* marks the source's active call; other numbers are inactive results; x = not tested or not shown; & = joins results of further samples. Only part of the results is shown; rates above refer to the full screens.

The opening three records as a preview:
SMILES | TAAR1 agonist | M4 ag | CHRM1 antagonist | CHRM1 agonist | M5 ag | CHRM4 antagonist | M5 PAM | CHRM1 PAM | M5 antag
COc1ccccc1C(=O)NNC(=O)c1cccc(O)c1 | 1 | 1 | -1 | -1 | 1 | -11 | -1 | -1 | 5
N#CC1=C(Nc2ccccc2Cl)SC2(CCCC2)NC1=O | x | 0 | -2 | -5 | -1 | 15 | -10 | 3 | 11
Cc1onc(-c2ccccc2Cl)c1C(=O)OCC(=O)N1CCN(c2ccccc2)CC1 | -1 | 0 | 10 | -3 | 5 | -1 | 1 | -1 | -6

Main list, previewed entries included:
SMILES | TAAR1 agonist | M4 ag | CHRM1 antagonist | CHRM1 agonist | M5 ag | CHRM4 antagonist | M5 PAM | CHRM1 PAM | M5 antag
COc1ccccc1C(=O)NNC(=O)c1cccc(O)c1 | 1 | 1 | -1 | -1 | 1 | -11 | -1 | -1 | 5
N#CC1=C(Nc2ccccc2Cl)SC2(CCCC2)NC1=O | x | 0 | -2 | -5 | -1 | 15 | -10 | 3 | 11
Cc1onc(-c2ccccc2Cl)c1C(=O)OCC(=O)N1CCN(c2ccccc2)CC1 | -1 | 0 | 10 | -3 | 5 | -1 | 1 | -1 | -6
CC(C)CCNC(=O)c1ccc2c(c1)N(C)C(=O)c1ccccc1S2 | 5 | 3 | -19 | -7 | 0 | 4 | 2 | 10 | 6
NC(=O)c1ccc(NC(=O)CN2C(=O)NC3(CCCCCCC3)C2=O)cc1 | 1 | 2 | -1 | -3 | 3 | -16 | 5 | 8 | 1
COc1ccccc1C(=O)Nc1nc2cc3c(cc2s1)OCCO3 | x | 5 | -5 | -2 | 1 | -14 | -10 | -2 | 4
CCOC(=O)c1oc2cc(O)cc(C)c2c(=O)c1-c1cscn1 | 6 | 3 | -25 | 0 | 5 | 4 | -4 | -1 | -1
O=C(N/N=C/c1cccnc1)c1ccc(F)cc1 | 1 | 1 | -6 | 0 | -3 | -4 | 0 | 10 | 12
Cc1cc(N2CCN(C)CC2)nc2ccc(NC(=O)CCC(=O)NCc3ccco3)cc12 | 7 | 1 | -7 | -6 | 1 | 6 | -10 | 8 | 11
CCCCN(C(=O)COc1ccc(NC(C)=O)cc1)C1CCS(=O)(=O)C1 (stereo unspecified) | 1 | 0 | -9 | -1 | -2 | -5 | 7 | 11 | 1
Cc1cccc(NCc2cc(Cl)ccc2O)n1 | 0 | 0 | -11 | -8 | -6 | -2 | -8 | -6 | 5
CCOC(=O)c1ccc(NC(=O)Cn2c(-c3nonc3N)nc3ccccc32)cc1 | 10 | 0 | -6 | -3 | 2 | 0 | 3 | 5 | 3
CCN(CC(=O)NCc1cccs1)S(=O)(=O)c1ccc([N+](=O)[O-])cc1 | 1 | 1 | 3 | -2 | -1 | 18 | -3 | 3 | 2
Cc1ccc(C(NC(=O)C2CCN(CCOc3ccc(Cl)cc3)CC2)c2ccccn2)cc1 (stereo unspecified) | 5 | 16 | -2 | -8 | -3 | -25 | -4 | -4 | -9
Cc1ccc(/C=[N+](\[O-])c2ccccc2C)o1 | 0 | 1 | -1 | 0 | -2 | 0 | -3 | 3 | 3
Cc1nnc(NC(=O)Oc2ccccc2)s1 | 7 | 1 | -2 | -2 | -2 | -14 | -3 | -1 | -3
CC1=CSC2=NC(=O)/C(=C\c3cccn3-c3ccc([N+](=O)[O-])cc3)C(=N)N12 | 5 | 8 | 0 | -8 | -1 | 7 | -14 | -5 | 10
CCN(c1ccccc1)S(=O)(=O)c1cc(C(=O)NCC(c2ccco2)N2CCCCC2)ccc1C (stereo unspecified) | -2 | 1 | 18 | -7 | -9 | 6 | -11 | -15 | 9
CCN1CNC(=S)N(Cc2ccccc2)C1 | 3 | 0 | -1 | -4 | 2 | 10 | 2 | 3 | 5
Cc1ccc(C)c(NC(=O)CCC(=O)N/N=C/c2ccc[nH]2)c1 | 13 | 1 | -9 | -1 | 1 | -4 | 4 | 4 | -8
O=C(NCCNc1ccc([N+](=O)[O-])cc1)c1ccccc1F | 2 | 2 | -8 | -4 | -9 | 0 | -1 | 0 | 21
COc1ccc(Cc2c(-c3ccc(OC)c(OC)c3)nc3c(C)cc(Br)cn23)c(C)c1 | 2 | 1 | -10 | -6 | -4 | -9 | -2 | -7 | -9
COc1ccccc1-c1nc(C(=O)NCC2CCCO2)cc2c1[nH]c1ccccc12 (stereo unspecified) | x | 5 | -7 | -5 | 4 | -6 | -2 | 0 | 1
CCOc1cc(-c2sc(Nc3ccccc3)n[n+]2-c2ccc(F)cc2)ccc1OC | 3 | 1 | -7 | -3 | 0 | -12 | 12 | 13 | -6
CC(C)(C)C(=O)N1CCC[C@@]1(CO)C(=O)O | 5 | 1 | -4 | -2 | -2 | -5 | 4 | 11 | -1
Cn1cccc1C(C#N)c1ncc(C(F)(F)F)cc1Cl (stereo unspecified) | 3 | 1 | -3 | -5 | -2 | 9 | -4 | -1 | 1
COc1ccc(Cc2c(O)nc(SCC(=O)NC34CC5CC(CC(C5)C3)C4)[nH]c2=O)cc1 | -2&4 | 0&0 | -15&5 | -3&-4 | -1&-3 | 0&5 | -1&0 | 10&1 | 8&-2
COc1ccccc1NS(=O)(=O)c1ccc(C)c(C(=O)Nc2cc(C)on2)c1 | 4 | 5 | 3 | 3 | 10 | -5 | 7 | 4 | 1
COc1ccc(/C=C2\C(=O)NC(=S)N2C(=O)c2ccc(F)cc2)cc1 | 29 | 12 | -2 | 5 | 6 | -5 | -12 | -5 | 5
CCCCn1c(N)c(N(CC(C)C)C(=O)C2CC(=O)N(Cc3ccco3)C2)c(=O)[nH]c1=O (stereo unspecified) | 4 | 0 | 7 | 0 | -4 | -3 | 1 | 4 | -2
C=CCOc1ccc(CN(C)CC(O)COc2ccc(CCC(C)=O)cc2)cc1 (stereo unspecified) | 5 | 3 | 12 | -11 | -6 | 21 | 1 | -15 | 3
Brc1ccc2nc(-c3cccs3)c(NCC3CCCO3)n2c1 (stereo unspecified) | 10 | 6 | 7 | -3 | 0 | -7 | -7 | -1 | 8
CN1CCN(S(=O)(=O)c2ccc(NC(=O)c3ccc(Br)o3)cc2)CC1 | 3 | 0 | -4 | -5 | -4 | -5 | 4 | 6 | -6
CCn1ncc(/C=N\NC(=O)COc2cc(C)cc(C)c2)c1C | 2 | 0 | -4 | -3 | 0 | 7 | 0 | 9 | 0
O=C(O)C1CCCN1c1nc(Cl)ccc1[N+](=O)[O-] (stereo unspecified) | 1 | 0 | 12 | -4 | 1 | 3 | -8 | -7 | 6
CC(=O)Nc1c(Cl)c(Cl)c2c(c1Cl)C(=O)c1cc(Cl)ccc1-2 | 0 | 1 | -11 | -1 | 3 | -1 | 3 | 3 | 7
Cc1onc(-c2c(F)cccc2Cl)c1C(=O)OCC(=O)NC(c1ccccc1)c1ccccc1 | 12 | 0 | 9 | -6 | -4 | -3 | -11 | -5 | 14
O=C(Cc1cccs1)NNC(=S)NC(=O)c1ccccc1 | 12 | 0 | 9 | -5 | 1 | 9 | -4 | -8 | 14
COc1ccc(OC)c(NC(=O)CSc2nc(N)c(-c3ccccc3)c(=O)[nH]2)c1 | -2 | 1 | -15 | 1 | 2 | -10 | 1 | 11 | -1
Cc1c(C(=O)O)cc(C(C)(C)C)n1CCSCCO | 0 | 0 | -25 | -3 | 4 | -5 | -1 | 12 | 14
O=C1CC2(CCCCC2)Oc2ccc(F)cc21 | 13 | -1 | 6 | -5 | 1 | 9 | -2 | -1 | 12
CCCn1c(-c2cccs2)nc2c1c(=O)[nH]c(=O)n2Cc1ccccc1 | 0 | 1 | -1 | -2 | 1 | 6 | -3 | 5 | 9
Cc1ccc2nsnc2c1NC(=O)c1ccccc1[N+](=O)[O-] | 1 | 4 | -1 | -4 | 0 | -11 | -6 | -1 | 3
COc1cccc2cc(C(=O)N3C(C)CCCC3C)c(=O)oc12 (stereo unspecified) | 5 | 0 | -18 | 0 | 1 | -1 | -1 | 13 | -2
CCOC(=O)C1CCCN(Cc2nc(C3CC3)no2)C1 (stereo unspecified) | 2 | 0 | -11 | -1 | 1 | -7 | 7 | 7 | 0

2 entries drawn at random from those above:
SMILES | TAAR1 agonist | M4 ag | CHRM1 antagonist | CHRM1 agonist | M5 ag | CHRM4 antagonist | M5 PAM | CHRM1 PAM | M5 antag
CCCn1c(-c2cccs2)nc2c1c(=O)[nH]c(=O)n2Cc1ccccc1 | 0 | 1 | -1 | -2 | 1 | 6 | -3 | 5 | 9
Cc1c(C(=O)O)cc(C(C)(C)C)n1CCSCCO | 0 | 0 | -25 | -3 | 4 | -5 | -1 | 12 | 14

Next section.
SMILES | TAAR1 agonist | M4 ag | CHRM1 antagonist | CHRM1 agonist | M5 ag | CHRM4 antagonist | M5 PAM | CHRM1 PAM | M5 antag
CC1=CC(C)C(C(=O)O)C(C(=O)N2CCN(C)CC2)C1 (stereo unspecified) | 1 | 1 | -2 | -5 | -1 | -3 | -10 | 1 | 3
COc1ccc(S(=O)(=O)N2CCN(CC(=O)NC3CC3)CC2)cc1 | 2 | 0 | -17 | -1 | -4 | 9 | -3 | 17 | 20
CCSc1nnc(NC(=O)CSc2nnc(Cc3cccn3C)n2-c2ccc(C)cc2)s1 | 4 | -1 | 7 | -1 | 3 | 6 | -4 | 1 | 7
COc1cc(C(=O)NC(=S)Nc2ccc([N+](=O)[O-])cc2)cc(OC)c1OC | 0 | 2 | 8 | -3 | 0 | 0 | -2 | 0 | -2

Record cards, as listed above. Screens in order: TAAR1 agonist | M4 ag | CHRM1 antagonist | CHRM1 agonist | M5 ag | CHRM4 antagonist | M5 PAM | CHRM1 PAM | M5 antag
Shown for CCOc1cc(-c2sc(Nc3ccccc3)n[n+]2-c2ccc(F)cc2)ccc1OC → 3 | 1 | -7 | -3 | 0 | -12 | 12 | 13 | -6
Shown for CCOC(=O)c1ccc(NC(=O)Cn2c(-c3nonc3N)nc3ccccc32)cc1 → 10 | 0 | -6 | -3 | 2 | 0 | 3 | 5 | 3
Shown for Cc1c(C(=O)O)cc(C(C)(C)C)n1CCSCCO → 0 | 0 | -25 | -3 | 4 | -5 | -1 | 12 | 14
Shown for CCOC(=O)C1CCCN(Cc2nc(C3CC3)no2)C1 (stereo unspecified) → 2 | 0 | -11 | -1 | 1 | -7 | 7 | 7 | 0
Shown for Cc1ccc(C(NC(=O)C2CCN(CCOc3ccc(Cl)cc3)CC2)c2ccccn2)cc1 (stereo unspecified) → 5 | 16 | -2 | -8 | -3 | -25 | -4 | -4 | -9

Assay outcomes deposited in PubChem by The Scripps Research Institute Molecular Screening Center.
